Screening results deposited in PubChem by several laboratories.
SV40 large T antigen – SV40 large T antigen inhibitors, biochemical (AID 1903) | SV40 large T antigen ATPase/helicase inhibition assay; higher % means a stronger effect | inhibition, % at 20 µM; hits with a dose series show IC50 in µM | 310,000 tested, 0.39% active; in the data active = a potency from the dose series; also: strong numbers were not always called active
Hep lipid drop – hepatic lipid droplet formation modulation; inhibition, % at 6.5 µM; AML12 mouse hepatocytes, oleate lipid droplets, BODIPY imaging; 240,000 tested, 0.4% active; AID 1656;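 active = lipid droplet intensity inhibited by at least 50%, with more than 500 cells counted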
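Material – mouse AML12 hepatocyte cell line, fixed after treatment · Compound dosing – one dose, 6.5 µM compound · Times – compound with oleate, overnight · Measured by – Image-based BODIPY and DAPI two-channel analysis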
GPR55 antagonists – GPR55 antagonists blocking LPI-driven arrestin recruitment, primary screen, imaging, U2OS, beta-arrestin-GFP, LPI agonist (AID 2013). U2OS GPR55 beta-arrestin-GFP translocation imaging, LPI antagonism; higher % means a stronger effect. inhibition, % at 10 µM; hits with a dose series show IC50 in µM. 290,000 tested, 0.13% active;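 active = spots per cell inhibited over 60%, with over 100 cells counted and total cytoplasm intensity under 500,000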;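 also: U2OS cells stably carrying GPR55 and arrestin-GFP stimulated by 5 µM LPI near EC80; imaged beta-arrestin-GFP aggregate spots per cell after agonist stimulation; plate controls were LPI-stimulated DMSO wells for no effect and DMSO wells without LPI for full effect; some results filed as inactive read as strong as hits; confirmed hits need IC50 under 10 µM and bright autofluorescent wells are also inconclusive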
NTR1 agonist – agonists of NTR1, primary screen, imaging, U2OS cells, beta-arrestin-GFP, high content (AID 493036). P30989. NTR1-U2OS beta-arrestin-GFP spot imaging, agonist mode. activation, % at 20 µM. 330,000 tested, 0.17% active;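 active = activation at or above 40% of the spot to cytoplasm intensity ratio, with at least 20 cells analyzed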;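 also: 0% = DMSO without peptide and 100% = 100 nM NTR1 peptide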
Target sequence (P30989 whole entry, looked up): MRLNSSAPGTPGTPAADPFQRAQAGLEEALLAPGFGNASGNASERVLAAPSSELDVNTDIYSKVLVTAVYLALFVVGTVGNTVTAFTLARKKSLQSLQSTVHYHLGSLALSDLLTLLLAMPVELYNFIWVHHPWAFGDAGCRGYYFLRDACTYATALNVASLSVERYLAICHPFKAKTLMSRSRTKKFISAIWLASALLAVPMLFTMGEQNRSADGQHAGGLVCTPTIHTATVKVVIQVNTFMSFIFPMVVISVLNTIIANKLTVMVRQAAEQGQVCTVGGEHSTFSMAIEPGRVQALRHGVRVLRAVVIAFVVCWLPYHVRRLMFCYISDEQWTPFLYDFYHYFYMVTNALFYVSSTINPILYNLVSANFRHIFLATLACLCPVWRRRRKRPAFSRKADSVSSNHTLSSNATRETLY
GPR35 arrestin U2OS – inhibition of zaprinast-stimulated GPR35 beta-arrestin translocation – imaging, U2OS, beta-arrestin-GFP, zaprinast agonist, primary screen (AID 2058); U2OS GPR35 beta-arrestin-GFP translocation imaging, zaprinast antagonism; higher % means a stronger effect; inhibition, % at 10 µM, or IC50 in µM where a hit was titrated; 290,000 tested, 0.052% active;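 active = inhibition of at least 50% with at least 30 cells and total cytoplasm GFP at most 10,000,000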
GPR55 beta-arrestin – GPR55 agonists via beta-arrestin recruitment, primary screen, imaging, U2OS cells, beta-arrestin-GFP redistribution (AID 1961). one-dose activation, % at 10 µM; EC50 in µM for titrated hits. 290,000 tested, 0.048% active. U2OS GPR55 beta-arrestin-GFP redistribution imaging; higher % means a stronger effect;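 active = activation above 40% with more than 50 cells counted in the well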;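 also: U2OS osteosarcoma cells stably expressing GPR55 and beta-arrestin-GFP; plate controls were DMSO negative control for no effect and LPI positive control for full effect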
LYP inhibition – PTPN22 lymphoid phosphatase activity blockers – biochemical, fluorescence intensity, uHTS (AID 1779). recombinant LYP phosphatase, fluorescence intensity; higher % means a stronger effect. inhibition, % at 11.5 µM, or IC50 in µM where a hit was titrated. 290,000 tested, 0.054% active; in the data active = inhibition above about 50%;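 also: plate controls were vehicle with enzyme for no effect and no enzyme for full effect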
Rac1 GTP hydrolysis – MgcRacGAP GTPase-activating activity inhibitors, confirmation, biochemical, ADP Hunter fluorescence; MgcRacGAP-stimulated Rac1 GTP hydrolysis, ADP Hunter fluorescence; higher % means a stronger effect; GST-tagged Rac1 F28L mutant substrate; one-dose inhibition, % at 30 µM; IC50 in µM for titrated hits; 340,000 tested, 0.6% active; AID 624330;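 active = first-screen hits whose inhibition reached a set limit at any dose in the follow-up dose series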;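 also: fluorescence reports GDP produced by GAP-driven GTP hydrolysis; strong numbers were not always called active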
T cell modulator – T cell immune modulators affecting CD8 T cell-vesicle binding. 330,000 tested, 0.068% active. 2C CD8+ T cell-vesicle binding, flow cytometry; hits give low values. AID 2052. calls only at 7 µM;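 active = response, share of CD8 T cells binding vesicles, and their 90th percentile fluorescence all below set limits, cut at about 80% in these data, passing the limit was not always enough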
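Read-out – percent CD8+ FL2 mean versus row control · System – murine 2C transgenic CD8+ T lymphocytes · Times – 1.5 h cell–vesicle binding at 37 °C, then 20 min icy labelling · Control set – naked vesicles low, QL9 vesicles with vehicle high · Detection – cytometric PE anti-B7-1 and Alexa647 anti-CD8 signals after 1% paraformaldehyde fixation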
Hep lipid drop cells 6.5 µM – also measured in Hep lipid drop; calls as there; cell count; measured here: cell count, cytotoxicity flag;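 cells counted across two imaged fields per well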
T cell modulator vesicle-bound % – recorded beside T cell modulator, whose call it bears; double positive events, %; measured here: CD8+ vesicle-bound cell fraction;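 binding gate set so that unloaded-vesicle control wells show 10% double positive cells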
NTR1 agonist cell count 20 µM – also measured in NTR1 agonist; calls as there; cell count; measured here: cell count, cytotoxicity flag
* marks the source's active call; other numbers are inactive results; i = inactive; / = not tested or not shown.

SMILES | SV40 large T antigen | Hep lipid drop | Hep lipid drop cells 6.5 µM | GPR55 antagonists | NTR1 agonist | NTR1 agonist cell count 20 µM | GPR35 arrestin U2OS | GPR55 beta-arrestin | LYP inhibition | Rac1 GTP hydrolysis | T cell modulator | T cell modulator vesicle-bound %
CCc1ccccc1N=C1S/C(=C/c2ccccc2OCC(=O)N2CCOCC2)C(=O)N1C | 12% | -1 | 585 | 2.7µM* | 13 | 46 | 6% | 0.7% | 1% | 1% | i | 27
O=c1c(Cc2ccc(Cl)cc2)c(O)ccn1Cc1cccc(Cl)c1 | -3% | 2 | 708 | 19% | 0.9 | 69 | -2% | 0.2% | -1% | 5% | i | 38
CCc1c(O)nc(SCC(=O)Nc2cc(C)on2)n(-c2ccccc2)c1=O | 16% | -6 | 685 | -1% | 0.6 | 43 | -4% | -0.2% | -9% | 5% | i | 23
C=CCOC(=O)C1=C[C@@H](c2ccccc2)[C@H](CCCO)[C@@H](OCC)O1 | 3% | 1 | 714 | 4% | -0.2 | 46 | -6% | 0.6% | -8% | 8% | / | /
O=C(Cn1c(=O)[nH]n(-c2ccccc2)c1=O)N1CCCc2ccccc21 | -1% | -2 | 674 | -7% | -0.9 | 89 | -5% | 0.0% | -2% | 4% | i | 11
COc1ccc(C(=O)NC2CC(C)(C)NC(C)(C)C2)cc1OC | -1% | 0 | 808 | 1% | 1.4 | 34 | 3% | -0.2% | -7% | 16% | i | 54
CCOC(=O)c1c(NC(=O)CSc2nc3ccccc3s2)sc(C)c1C | 3% | / | / | 2% | 4.6 | 67 | 7% | -0.2% | -1% | -2% | i | 38
C=CCOCCN(C)C1=NS(=O)(=O)c2ccccc21 | 2% | 4 | 759 | 14% | -0.8 | 35 | 8% | -0.3% | -1% | 0% | i | 15
O=C(NC(c1ccccc1)c1ccccc1)C1(c2cccs2)CCOCC1 | 6% | 6 | 746 | 15% | 5.3 | 68 | -2% | 0.1% | 0% | 11% | i | 41
O=C(COC(=O)CCC(=O)c1ccc(F)cc1)Nc1ccc(F)cc1F | 12% | 2 | 709 | 2% | 1.2 | 69 | 9% | -1.1% | -6% | 7% | i | 51

Compound profiles, as listed above. Screens in order: SV40 large T antigen | Hep lipid drop | Hep lipid drop cells 6.5 µM | GPR55 antagonists | NTR1 agonist | NTR1 agonist cell count 20 µM | GPR35 arrestin U2OS | GPR55 beta-arrestin | LYP inhibition | Rac1 GTP hydrolysis | T cell modulator | T cell modulator vesicle-bound %
Record of `O=C(NC(c1ccccc1)c1ccccc1)C1(c2cccs2)CCOCC1` → 6% | 6 | 746 | 15% | 5.3 | 68 | -2% | 0.1% | 0% | 11% | i | 41
Record of `COc1ccc(C(=O)NC2CC(C)(C)NC(C)(C)C2)cc1OC` → -1% | 0 | 808 | 1% | 1.4 | 34 | 3% | -0.2% | -7% | 16% | i | 54
Record of `CCc1ccccc1N=C1S/C(=C/c2ccccc2OCC(=O)N2CCOCC2)C(=O)N1C` → 12% | -1 | 585 | 2.7µM* | 13 | 46 | 6% | 0.7% | 1% | 1% | i | 27

Next entries follow:
SMILES | SV40 large T antigen | Hep lipid drop | Hep lipid drop cells 6.5 µM | GPR55 antagonists | NTR1 agonist | NTR1 agonist cell count 20 µM | GPR35 arrestin U2OS | GPR55 beta-arrestin | LYP inhibition | Rac1 GTP hydrolysis | T cell modulator | T cell modulator vesicle-bound %
Cc1ccc(C(=O)C(=O)c2ccc(C)c(N)c2)cc1N | 5% | -18 | 703 | 3% | 0.2 | 59 | 59% | -0.2% | -3% | 9% | i | 55
COc1cc(-c2nnco2)cc(OC)c1OC | -17% | 0 | 731 | 6% | -1.1 | 91 | -17% | -0.1% | -14% | / | i | 27
CCOC(=O)CCNC(=O)c1ccccc1Br | 2% | / | / | -3% | 0.4 | 88 | -9% | 0.2% | -7% | 5% | i | 16
COc1ccc(OC)c(CNC(=O)C2CCCN(c3nc4ccccc4o3)C2)c1 (centres undefined) | 1% | / | / | -1% | 0.1 | 51 | 7% | -0.1% | -8% | 5% | i | 58
Nc1cccn2c(-c3ccc(Cl)cc3)cnc12 | 19% | 3 | 662 | 13% | 1.9 | 41 | 16% | 0.3% | -3% | 11% | i | 55
Cc1ccc(NC2(c3nnnn3-c3c(C)cccc3C)CCCCC2)cc1 | -9% | -66 | 489 | 14% | 0.8 | 88 | -13% | -0.2% | 6% | -1% | i | 62
CCOC(=O)C1CCN(C(=O)COC(=O)c2ccc(=O)n(Cc3ccccc3)n2)CC1 | 7% | / | / | / | -0.7 | 63 | / | / | / | 2% | i | 27
COc1ccc(C(=O)NCC(=O)Nc2ccc(F)cc2)cc1OC | 15% | 5 | 785 | 8% | 0.0 | 55 | -5% | -0.1% | -5% | 7% | i | 39
CSCCCNC(=O)c1ccc(OC2CCN(CCc3ccccc3)CC2)cc1 | 9% | -10 | 690 | 15% | 0.5 | 75 | 7% | -0.2% | -9% | 5% | i | 30
Cc1cc(Cl)c(S(=O)(=O)NC2CCCC2)cc1OCC(=O)NC1CCCCC1 | 1% | 16 | 733 | 0% | -0.6 | 105 | 8% | -0.1% | -4% | 0% | i | 33

Grouped by structure, the compounds so far with an aryl methoxy group (4)
SMILES | SV40 large T antigen | Hep lipid drop | Hep lipid drop cells 6.5 µM | GPR55 antagonists | NTR1 agonist | NTR1 agonist cell count 20 µM | GPR35 arrestin U2OS | GPR55 beta-arrestin | LYP inhibition | Rac1 GTP hydrolysis | T cell modulator | T cell modulator vesicle-bound %
COc1ccc(C(=O)NC2CC(C)(C)NC(C)(C)C2)cc1OC | -1% | 0 | 808 | 1% | 1.4 | 34 | 3% | -0.2% | -7% | 16% | i | 54
COc1cc(-c2nnco2)cc(OC)c1OC | -17% | 0 | 731 | 6% | -1.1 | 91 | -17% | -0.1% | -14% | / | i | 27
COc1ccc(OC)c(CNC(=O)C2CCCN(c3nc4ccccc4o3)C2)c1 (centres undefined) | 1% | / | / | -1% | 0.1 | 51 | 7% | -0.1% | -8% | 5% | i | 58
COc1ccc(C(=O)NCC(=O)Nc2ccc(F)cc2)cc1OC | 15% | 5 | 785 | 8% | 0.0 | 55 | -5% | -0.1% | -5% | 7% | i | 39

Going on with the list:
SMILES | SV40 large T antigen | Hep lipid drop | Hep lipid drop cells 6.5 µM | GPR55 antagonists | NTR1 agonist | NTR1 agonist cell count 20 µM | GPR35 arrestin U2OS | GPR55 beta-arrestin | LYP inhibition | Rac1 GTP hydrolysis | T cell modulator | T cell modulator vesicle-bound %
COCCn1c(N)c(N(Cc2ccccc2)C(=O)c2oc3ccccc3c2C)c(=O)[nH]c1=O | 10% | -2 | 739 | 12% | 3.3 | 67 | 16% | -0.4% | -7% | -1% | i | 40
CS(=O)(=O)N1CCC(C(=O)Nc2c(F)cccc2F)CC1 | 15% | 18 | 774 | 5% | -4.6 | 80 | 5% | -0.1% | -12% | 3% | i | 30
Cc1nc(N2CCCCC2)nc(N2CCCCC2)c1C=O | 18% | 10 | 710 | 7% | 2.5 | 47 | -3% | 0.4% | -3% | 0% | i | 43
COc1ccc(OC)c(NC(=S)NN2CCOCC2)c1 | 10% | 21 | 709 | 11% | -3.1 | 82 | -12% | 0.4% | -4% | 2% | i | 29
O=[N+]([O-])c1cc(Cl)cc(/C=N/Nc2nc3ccccc3s2)c1O | 33% | 6 | 568 | 8% | 3.1 | 43 | 12% | -0.1% | -2% | 5% | i | 51
O=C(CCCN1CCC(O)(c2cccc(C(F)(F)F)c2)CC1)c1ccc(F)cc1 | 9% | / | / | / | 0.0 | 67 | / | / | / | 8% | i | 37
O=C(COC(=O)c1cc(S(=O)(=O)N2CCOCC2)ccc1F)c1ccc[nH]1 | 4% | 0 | 611 | 1% | 26 | 71 | 13% | -0.2% | -2% | 4% | i | 37
CN(C(=O)c1cc2ccccc2oc1=O)C1(C)CCS(=O)(=O)C1 (centres undefined) | -1% | 8 | 657 | 5% | 0.3 | 35 | 19% | 0.0% | -7% | 1% | i | 64
CCC(=O)C1CCCN(C(=O)c2ccc3nc(-c4cccc(OC)c4)oc3c2)C1 (centres undefined) | 7% | -17 | 823 | 6% | 3.2 | 57 | -9% | -0.1% | -6% | 4% | i | 65
Cc1cccc(C)c1NC(=O)CCCCCNS(=O)(=O)c1ccccc1 | 8% | 2 | 681 | 6% | -1.4 | 73 | 14% | -0.2% | -3% | -3% | i | 34
COc1ccc(-c2cc3ccccc3n2CC(O)CNC(CO)(CO)CO)cc1 (centres undefined) | 14% | -18 | 744 | -10% | -0.8 | 74 | 7% | -0.2% | -11% | -2% | i | 48
CCN(c1ccc(OC)cc1)S(=O)(=O)c1csc(C(=O)N2CCCC2)c1 | 6% | 0 | 738 | 8% | 1.1 | 43 | 13% | -0.2% | -12% | 1% | i | 25
NC(=O)CSc1nnc(-c2cc(-c3cccs3)nc3ccccc23)o1 | 3% | -1 | 775 | 12% | 1.0 | 58 | -3% | 0.0% | -4% | 10% | i | 14
NC(=O)CC[C@@H]1NC(=O)[C@H](CO)NC(=O)c2cc([N+](=O)[O-])cc(I)c2NCCC[C@@H](C(N)=O)NC(=O)[C@H](Cc2ccc(O)cc2)NC1=O | 19% | / | / | 2% | 0.9 | 81 | -14% | 0.2% | 0% | / | i | 30
Cc1ccc(C(=O)CC(C(=O)O)n2cnc([N+](=O)[O-])n2)cc1 (centres undefined) | 3% | 2 | 668 | 14% | 2.7 | 85 | 11% | 0.0% | -4% | 16% | i | 25
Cc1ccc(C(=O)N2CCC3(CC2)Oc2ccc(Cl)cc2C(=O)C32CC(c3ccccc3)=NO2)s1 (centres undefined) | 4% | -5 | 737 | 12% | -1.4 | 96 | 1% | -0.1% | -2% | 12% | i | 5
O=C(Nc1scc(-c2ccc(F)cc2)c1C(=O)O)c1ccco1 | 6% | 3 | 762 | 5% | 0.2 | 37 | 9% | 0.0% | 6% | 7% | i | 5
